# Bioassay records from PubChem BioAssay.
# SDO1 yeast rescue: sdo1-depleted yeast growth rescue; AID 817; S. cerevisiae sdo1-depleted JHY4D growth rescue, OD600 30 h; hits give high values; pdr5 snq2 efflux-pump mutant strain; 140,000 compounds, 0.21% hits; z-score at 10 µM;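 active means z-score above 3 at both the 24 hr and the 30 hr optical density reads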;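 further: z-score against mean and SD of all compound wells on the same plate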
# INS promoter inh: TRM-6 insulin promoter activity inhibition. TRM-6 cells (human fetal islet line), insulin promoter-eGFP reporter, imaging; reporter expression induced with tamoxifen. inhibition, % at 2 µM. 130,000 compounds, 0.9% hits;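 active means inhibition above the mean plus 3 SD, with well images judged a real hit on visual review, cut at about 60% in these data, passing the limit was not always enough; inconclusive means inhibition over the cutoff but images rejected on review; inactive means inhibition not above the cutoff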
# SDO1 yeast rescue Rescue 24 h: further read-out of SDO1 yeast rescue, marked with its call; z-score; S. cerevisiae sdo1-depleted JHY4D growth rescue, OD600; measured here: growth rescue at 24 h;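 0 is the plate mean of compound wells and units are plate SD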
# Numbers without * were called inactive; ? = inconclusive; . = no result given. Not all compounds are listed; count on the stated rates, not on these rows.
# Every second line gives: SDO1 yeast rescue	SDO1 yeast rescue Rescue 24 h	INS promoter inh
1) COCCNC(=O)C1(C)Oc2ccccc2NC1=O (stereo unspecified)
  0.09	-0.01	6.2
2) Cc1ccc(N2C(=O)c3ccc(C(=O)N4CCN(c5cccc(C)c5C)CC4)cc3C2=O)cc1
  -0.67	-0.24	-180.0
3) COc1cccc2c3c(c(C)nc12)CCN3c1ccccc1
  .	.	0.0
4) O=C(NC1CC1)C1CCN(C2CCN(C(=O)CC3=CCCCC3)CC2)CC1
  .	.	35.7
5) Cc1nc2ncnn2c(N2CCC(C(=O)NCC3CCCO3)CC2)c1Cc1ccccc1 (stereo unspecified)
  .	.	-40.7
6) CCOC(=O)c1c(NC(=O)c2cc(C(C)C)on2)sc(C(C)=O)c1C
  -0.59	-0.06	4.3
7) O=[N+]([O-])c1ccc(NCc2ccc3c(c2)OCO3)cc1
  .	.	41.2
8) Brc1ccc(-c2nnc(-c3ccccc3)o2)o1
  0.75	1.11	19.1
9) COc1ccc(/C=C/C(=O)NCCOc2ccccc2OC)cc1
  -0.38	-0.7	35.7
10) Cc1ccc(C(=O)N2CCN=C2SCc2ccc([N+](=O)[O-])cc2)cc1C
  .	.	-45.5
11) COc1ccc(-c2noc(-c3cc4ccccc4oc3=O)n2)cc1
  1.44	2.61	18.0
12) Cn1c(Cc2ccccc2)nnc1SCC(=O)c1cccs1
  -0.83	-0.61	5.7
13) COc1ccc(CCN2CC(O)=C(c3nc(C)cs3)C2=N)cc1OC
  1.2	0.72	-100.0
14) CCOC(=O)C1=C(NC(=S)NC(=O)c2ccccc2)c2ccccc2CC1(C)C
  -1.24	-0.46	-26.1
15) COc1ccc(N(C(=O)CS(=O)CC(=O)Nc2ccc(F)cc2)C(C(=O)NC2CCCCC2)c2cccs2)cc1 (stereo unspecified)
  -0.94	0.33	-50.0
16) CN(CCc1ccccn1)C(=O)Nc1ccc(F)cc1
  0.71	0.84	-13.3
17) CN1CCN(c2nc3c(c(=O)n(C)c(=O)n3C)n2CC(N)=O)CC1
  0.24	0.28	.
18) c1ccc2[nH]c(SCCN3CCOCC3)nc2c1
  0.35	0.01	-30.3
19) CON1C(=O)CN(C(C)=O)C1c1ccc(Cl)cc1Cl (stereo unspecified)
  0.88	0.02	3.6
20) COc1ccc(-n2c(C)nc3c(cnn3-c3ccc(C)c(C)c3)c2=O)cc1
  -1.05	-0.68	.
21) COC(=O)c1sccc1-n1cccc1C(=O)C(=O)N1CCCCC1
  -0.66	0.12	.
22) COc1cc(/C=C2/SC(=O)N(Cc3ccccc3)C2=O)ccc1OCc1ccncc1
  -1.31	-0.24	13.0
23) Cc1ccc(C(=O)NCC2(c3ccccc3)CCCC2)cc1
  -0.14	0.14	20.0
24) O=C(Nc1cccc2ccccc12)c1nn(C23CC4CC(CC(C4)C2)C3)cc1[N+](=O)[O-]
  -2.3	-1.38	.
25) COc1cc(C2NCCC(=O)C2(C)C)cc(OC)c1OC (stereo unspecified)
  1.01	1.15	.
26) O=C(NC(=O)c1cccc(OC(F)(F)C(F)F)c1)OC1CCS(=O)(=O)C1 (stereo unspecified)
  0.66	-0.02	12.9
27) CCN1CCN(C(C(=O)NC2CCCC2)c2ccc(Cl)cc2)CC1 (stereo unspecified)
  0.39	-0.27	.
28) COC(=O)[C@H](CCSC)NC(=O)NCCC1=CCCCC1
  0.68	0.94	-50.0
29) Cc1cc(C)c(C)c(OCC(=O)NCC2CCCO2)c1 (stereo unspecified)
  0.48	0.59	-13.9
30) COc1ccc(S(=O)(=O)Nc2ccc(F)c(Cl)c2)cc1OC
  -0.82	-1.13	0.0

# Whole records, quoted from the list:
# Profile of O=C(NC(=O)c1cccc(OC(F)(F)C(F)F)c1)OC1CCS(=O)(=O)C1 (stereo unspecified) → SDO1 yeast rescue = 0.66; SDO1 yeast rescue Rescue 24 h = -0.02; INS promoter inh = 12.9
# Profile of CON1C(=O)CN(C(C)=O)C1c1ccc(Cl)cc1Cl (stereo unspecified) → SDO1 yeast rescue = 0.88; SDO1 yeast rescue Rescue 24 h = 0.02; INS promoter inh = 3.6

# Molecules from the list above containing two or more sulfur atoms (two):
# Every second line gives: SDO1 yeast rescue	SDO1 yeast rescue Rescue 24 h	INS promoter inh
12) Cn1c(Cc2ccccc2)nnc1SCC(=O)c1cccs1
  -0.83	-0.61	5.7
15) COc1ccc(N(C(=O)CS(=O)CC(=O)Nc2ccc(F)cc2)C(C(=O)NC2CCCCC2)c2cccs2)cc1 (stereo unspecified)
  -0.94	0.33	-50.0

# (list continues)
# Every second line gives: SDO1 yeast rescue	SDO1 yeast rescue Rescue 24 h	INS promoter inh
31) CN(C)C(=O)CSc1nnc(CCCCCNC(=O)OC(C)(C)C)o1
  2.29	1.68	.
32) COc1ccc(/C(O)=C2/C(=O)C(=O)N(CCCC(=O)O)C2c2ccc(OC)cc2)cc1 (stereo unspecified)
  1.63	2.04	-38.5
33) CCCCNC(=S)N1CCn2cccc2C1c1ccccc1 (stereo unspecified)
  .	.	0.0
34) COC(=O)c1c(NC(=O)CSc2nnc(-c3ccco3)n2C)sc(C)c1C
  -0.74	-0.5	-65.5
35) CC(C)=C1C2CCC1C1C(=O)N(c3nc(-c4ccccc4)c(C)s3)C(=O)C21 (stereo unspecified)
  -0.19	0.44	.
36) CN=CC1=C(O)c2ccccc2C1=O
  0.48	0.36	-72.7
37) O=c1c2c(nc3nc[nH]n13)CCC2
  0.28	-0.67	11.1
38) O=C(C1=C(O)C(=O)N(Cc2ccccc2)C1c1cccnc1)c1ccco1 (stereo unspecified)
  .	.	-27.5
39) COc1ccc(/C=N/S(=O)(=O)c2ccc(C)cc2)cc1
  .	.	-55.6
40) COc1c(F)c(F)c(C(=O)Nc2ccccc2N2CCN(C(=O)C(C)C)CC2)c(F)c1F
  -0.43	-0.36	9.5
41) CCCOc1cccc(C(=O)N(Cc2ccc(OC)c(OC)c2)C2CCS(=O)(=O)C2)c1 (stereo unspecified)
  0.48	0.46	-146.7
42) O=C(CSc1nnnn1-c1ccccc1)NC1CCCc2ccccc21 (stereo unspecified)
  -0.74	-0.76	.
43) COC(=O)c1c(C)[nH]c(C(=O)CSc2ccc(Cl)cc2)c1C
  -1.02	0.8	0.0
44) Cc1ccccc1N=Nc1ccc(O)c2ncccc12
  -1.69	-0.43	-58.3
45) Cc1csc(NC(=O)CSc2nnc(-c3cccs3)n2C)n1
  0.84	1.17	.
46) Cc1ccc(OCC(O)CN2CCN(CC(O)COc3ccc(C)cc3Cl)CC2)c(Cl)c1 (stereo unspecified)
  -3.08	-2.08	-22.9
47) CCOC(=O)Nc1ccc2nc3n(c(=O)c2c1)CCCCC3
  .	.	?
48) Cc1csc(NC(=O)c2c(O)c3c(n(CC(C)C)c2=O)CCCC3)n1
  0.4	0.96	18.9
49) O=C(CCCN1C(=O)c2ccccc2C1=O)NCc1ccco1
  0.18	-0.31	-238.9
50) C/C(=N\NC(=O)c1ccc(O)cc1)c1ccc2c(c1)Nc1ccccc1S2
  -0.06	-0.37	.
51) COc1ccc(N2CCc3c(C)nc4c(OC)cc(OC)cc4c32)c(OC)c1
  -0.19	-0.13	0.0
52) Cc1ccccc1-n1nc2c(c1NC(=O)c1cc3ccccc3oc1=O)CS(=O)C2 (stereo unspecified)
  -0.57	0.46	.
53) O=C(/C=C/c1cccs1)c1cc(F)ccc1OC(=O)N1CCOCC1
  .	.	-13.6
54) CC1(C)Cc2cccc(OCC(=O)NC3CC3)c2O1
  1.71	1.56	25.4
55) CC1CCCC(NC(=S)Nc2cccc(S(=O)(=O)N(C)C)c2)C1C (stereo unspecified)
  .	.	-27.3
56) Cc1nn(-c2ccccc2)c(Cl)c1/C=C(\CC(=O)O)c1nc2ccccc2s1
  0.07	-0.31	0.0
57) CCCCc1cc(=O)oc2cc(C)cc(OCC(=O)O)c12
  1.28	2.89	22.2
58) NC(N)=NS(=O)(=O)c1ccc(NC(=S)NC(=O)c2sc3ccccc3c2Cl)cc1
  -1.07	-0.66	.
59) CC(C)C(NC(=O)c1cccs1)C(=O)NC1=NCCS1 (stereo unspecified)
  0.88	-0.03	.
60) COc1ccc(C2C(=O)c3ccccc3C2=O)c(OC)c1
  -0.58	-0.34	-42.9
61) O=C(CSc1nnc2ccccn12)Nc1nsc(-c2ccccc2)n1
  -0.41	-1.35	36.0
62) COC(=O)c1ccccc1NC(=O)C1CC(=O)N(c2ccc(C)cc2)C1 (stereo unspecified)
  0.22	-0.41	34.2
63) COc1ccc(CN(C(C)=O)c2cccc(C)c2C)cc1
  -1.69	-1.72	-184.6
64) O=C(/C=C/c1ccc([N+](=O)[O-])cc1)N1CCN(c2ccccc2F)CC1
  -1.43	-0.79	0.0
65) COc1ccc(N=C2SC(C(=O)N3CCN(c4ccc([N+](=O)[O-])cc4)CC3)CC(=O)N2C)cc1 (stereo unspecified)
  .	.	-5.3
66) O=C(CS(=O)(=O)c1ccccc1)Nc1ccc(S(=O)(=O)Nc2ncccn2)cc1
  .	.	27.3
67) Nc1nc(-c2ccc(Cl)cc2)c(N=Nc2ccc(S(=O)(=O)N3CCOCC3)cc2)s1
  -0.52	0.19	22.1
68) Cc1nc(C)c(C(=O)NNS(=O)(=O)c2ccc3ccccc3c2)s1
  0.06	-0.47	42.9
69) COc1cc(S(=O)(=O)N2CCN=C2c2ccccc2)ccc1F
  0.79	0.48	40.9
70) Cc1nn(C)cc1/C=C/C(=O)c1ccccc1
  0.52	0.11	7.1
71) Cc1nc2c([nH]c3ccc(Br)cc32)s1
  -1.67	-1.34	95.0*
72) CC1CCN(c2oc(-c3cccc4ccccc34)nc2C#N)CC1
  -1.27	-0.53	7.7
73) CN(C)c1ccc(-c2nnn(Cc3ccccc3Br)n2)cc1
  -0.99	0.16	-17.1
74) O=C(Nn1c(O)c(C=C2N=c3ccccc3=N2)sc1=S)c1ccccc1
  -1.79	-1.87	6.7
75) CN(C(=O)N1CCN(S(=O)(=O)c2ccccc2)CC1)c1ccccc1
  .	.	57.9
76) C/C(=N\S(=O)(=O)c1ccc(C)cc1)N1CCCCC1
  .	.	4.8
77) CCOC(=O)Nc1nc(-c2ccccc2)c(C(=O)c2ccccc2)s1
  -1.85	-1.33	18.9
78) O=C(CSc1nc2ccccc2o1)N1c2ccccc2Sc2ccc(Cl)cc21
  1.02	0.84	4.4
79) COc1ccc(CCn2c3c(c(=O)[nH]c2=O)C(NC(=O)c2cccs2)(C(F)(F)F)C(=O)N3)cc1OC (stereo unspecified)
  1.1	1.44	8.3
80) COc1cccc(NC(=O)CSc2nnc(-c3ccoc3C)n2CC2CCCO2)c1 (stereo unspecified)
  -0.71	-1.44	-5.6
81) O=C1CC(NCc2ccccc2F)C(=O)N1c1ccccc1 (stereo unspecified)
  0.51	0.12	.
82) OC1CCCN(C(=S)Nc2ccc(SC(F)F)cc2)C1 (stereo unspecified)
  -0.17	-0.37	.
83) Cn1c(=O)c(=O)n(C)c2cc(S(=O)(=O)CCC(=O)N3CCOCC3)ccc21
  1.22	0.66	.
84) COc1cccc(-c2nnc(NC(=O)C(C)C)o2)c1
  0.69	0.31	.
85) COc1ccccc1NS(=O)(=O)c1ccc(NC(=O)c2nc3ncccn3n2)cc1
  -0.26	-0.33	57.1
86) Cc1ccc(NCc2nnc(SCC(=O)Nc3ncc(C)s3)n2CC2CCCO2)c(C)c1 (stereo unspecified)
  0.45	0.41	-60.0
87) COc1ccc(NC(=S)NN2CCOCC2)cc1OC
  -0.12	-0.87	.
88) Nc1cccc(C(=O)O)c1
  0.48	0.04	-4.5
89) COc1cc(/C=C/C(=O)OCC(=O)N2CCc3ccccc3C2)ccc1O
  -0.95	-1.41	32.5
90) COc1cc(S(=O)(=O)NC2CCCCC2)ccc1F
  -0.4	-0.69	8.3

# (list continues)
# Every second line gives: SDO1 yeast rescue	SDO1 yeast rescue Rescue 24 h	INS promoter inh
91) O=C(CCSc1nc2cc(Cl)ccc2o1)N1CCOCC1
  0.09	-0.34	.
92) Cc1ccc2c(c1)C(=NC1CCCCC1)c1cc3ccccc3nc1-2
  -1.76	-1.44	90.6*
93) N#CC1=C(N)OC2=C(C(=O)CCC2)[C@]12C(=O)N(CC(N)=O)c1ccccc12
  0.28	0.44	18.2
94) NC(=O)C1CCCN(C(=O)Nc2cccc3ccccc23)C1 (stereo unspecified)
  1.03	0.98	12.5
95) O=c1cc(/C=C/c2ccccc2)oc2c1ccc1ccccc12
  -1.2	-0.41	.
96) Cc1nc2nc(-c3ccccc3)cn2nc1C
  -0.93	-0.37	.
97) CCOC(=O)c1sc2nccc(N(C)C)c2c1N=CNOC
  0.08	0.31	-48.4
98) Cc1cccc(OCCCn2c(CCNC(=O)C(C)C)nc3ccccc32)c1
  -0.89	-0.87	.
99) CCn1c(C)nc2cc(S(=O)(=O)C(F)(F)C(F)C(F)(F)F)ccc21 (stereo unspecified)
  0.51	2.56	3.6
100) CCOc1ccc(NC(=O)c2ccc(CSc3nnnn3C)cc2)cc1
  -0.08	0.02	-5.1
101) COc1c2c(cc3oc(C)cc(=O)c13)OC(C(C)(C)OC1OC(CO)C(O)C(O)C1O)C2 (stereo unspecified)
  0.5	0.52	-4.8
102) Cc1nc(Nc2ccc(F)cc2)[nH]c(=O)c1CCC(C)C
  1.21	2.93	31.2
103) Fc1cccc(Cc2noc(CN3CCN(C4CCc5ccccc5C4)CC3)n2)c1 (stereo unspecified)
  .	.	10.0
104) COc1cc2c(cc1OC)C(C(C)C)=NC(C)(C)C2
  0.54	0.32	58.1
105) CN(C)/C=C1\C(=O)N(c2ccc(Oc3ccccc3)cc2)CS1=O (stereo unspecified)
  0.28	-0.33	.
106) COc1ccc(CCNC2=C(Cl)C(=O)N(Cc3ccccc3)C2=O)cc1OC
  .	.	-16.7
107) O=C(N/N=C/c1cccs1)c1ccc2c(c1)OCO2
  2.29	2.24	.
108) CCOc1ccc(N2C(=O)CN=C2Nc2ccccc2Cl)cc1
  0.13	-0.03	-54.3
109) O=C(CSc1ccccc1)NCc1ccco1
  0.01	-0.21	-127.8
